From PubChem BioAssay
MEX-5 binding – C. elegans MEX-5 TCR-2 RNA binding activity; MEX-5/FITC-TCR2 RNA binding, fluorescence polarization; hits give low values; AID 1832; activity score (negative = inhibition of binding), % at 10 µM; 300,000 compounds, 0.38% hits;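 active = inhibition past about -25% in most replicates, and total fluorescence under double the plate's negative control median, limit read from the data; inconclusive = replicates evenly split on the limit, or fluorescence at least double controls; inactive = too little inhibition in most replicates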;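 also: 0% = DMSO and -100% = 5 µM competing unlabeled TCR2 RNA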
Target sequence (Q9XUB2 whole entry, looked up): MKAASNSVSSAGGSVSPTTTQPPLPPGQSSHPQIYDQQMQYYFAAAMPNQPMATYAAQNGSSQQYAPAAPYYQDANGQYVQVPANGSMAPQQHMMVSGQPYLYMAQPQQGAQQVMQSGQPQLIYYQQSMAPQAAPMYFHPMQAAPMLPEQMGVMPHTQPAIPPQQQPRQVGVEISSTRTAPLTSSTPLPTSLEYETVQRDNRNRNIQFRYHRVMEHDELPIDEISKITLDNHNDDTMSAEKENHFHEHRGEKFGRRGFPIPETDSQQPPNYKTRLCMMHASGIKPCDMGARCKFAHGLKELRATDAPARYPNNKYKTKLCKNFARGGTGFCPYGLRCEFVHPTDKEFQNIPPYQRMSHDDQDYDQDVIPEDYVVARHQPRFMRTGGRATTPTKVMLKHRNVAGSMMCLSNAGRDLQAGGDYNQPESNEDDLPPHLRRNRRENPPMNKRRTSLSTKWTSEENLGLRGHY
PME-1 inh – blocks human protein phosphatase methylesterase 1; Q9Y570; recombinant PME-1, FP-Rh probe fluorescence polarization; inhibition, % at 5.9 µM; 320,000 compounds, 0.53% hits;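 active = inhibition above the campaign mean of all compounds plus 3 SD, cut at about 26% in these data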;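 also: competitive labeling of PME-1 active site by serine hydrolase directed probe; 0% = PME-1 with DMSO and 100% = wells lacking PME-1 enzyme; inhibitors block probe labeling so polarization falls and inhibition rises; many of its hits are not listed in these tables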
Fam108B inh – counter-screen for RBBP9 inhibitors: inhibitors of mouse Fam108B. recombinant Fam108B, FP-Rh probe fluorescence polarization. inhibition, % at 9.51 µM. 300,000 compounds, 0.33% hits;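 active = inhibition above the screen mean inhibition plus 3 SD, computed separately per campaign, cut at about 18% in these data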;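 also: inhibitors lower polarization as less probe binds the enzyme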
GSTO1 inh – counter-screen for RBBP9 inhibitors: inhibitors of human GSTO1. P78417. inhibition, % at 5.96 µM. recombinant GSTO1, activity-based probe fluorescence polarization. 300,000 compounds, 1.1% hits;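 active = inhibition above the campaign mean inhibition plus 3 SD, cut at about 35% in these data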;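 also: 0% = GSTO1-1 with DMSO and 100% = wells lacking GSTO1-1 enzyme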
MCL1-BIM inh – inhibitors of human MCL1 binding to BIM-BH3 peptide; Q07820; GST-MCL1 / FITC-Bim-BH3 fluorescence polarization; inhibition, % at 10.9 µM; 320,000 compounds, 0.68% hits;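 active = inhibition above the mean inhibition of all tested compounds plus 3 SD, set per campaign, cut at about 40% in these data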;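 also: 0% = DMSO wells and 100% = unlabeled Bim-BH3 peptide control; higher means more loss of mP so more displacement of Bim peptide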
Target sequence (Q07820 whole entry, looked up): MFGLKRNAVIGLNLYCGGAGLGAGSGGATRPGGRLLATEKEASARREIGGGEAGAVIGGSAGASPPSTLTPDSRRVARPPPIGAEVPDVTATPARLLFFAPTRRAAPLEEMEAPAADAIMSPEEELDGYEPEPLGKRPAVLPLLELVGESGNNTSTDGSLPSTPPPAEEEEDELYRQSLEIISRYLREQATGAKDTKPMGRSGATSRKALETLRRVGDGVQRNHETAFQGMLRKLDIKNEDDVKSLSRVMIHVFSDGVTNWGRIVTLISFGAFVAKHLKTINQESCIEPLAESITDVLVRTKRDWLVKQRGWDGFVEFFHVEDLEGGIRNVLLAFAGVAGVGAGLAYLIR
GLD-1 RNA inh – GLD-1-TGE RNA interaction inhibition (C. elegans); purified GLD-1 + fluorescein TGE RNA, fluorescence polarization; inhibition, % at 5.96 µM; 320,000 compounds, 0.44% hits; AID 2280; Q17339;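 active = percent inhibition above a per-plate cutoff, the plate mean of test compounds plus 3 SD, cut at about 30% in these data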;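 also: 0% = DMSO wells with GLD-1 and probe and 100% = wells lacking GLD-1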
PAD4 FP inh – inhibitors of human PAD4; recombinant PAD4, RCA probe fluorescence polarization; AID 485272; inhibition, % at 6.36 µM; 330,000 compounds, 0.41% hits; Q9UM07;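 active = percent inhibition above a cutoff equal to the mean of all tested compounds plus 3 SD, cut at about 15% in these data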;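 also: 0% = PAD4 with RCA probe and DMSO and 100% = probe without PAD4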
Bcl-xL primary – inhibitors of human Bcl-xL; Q07817; 320,000 compounds, 0.7% hits; inhibition, % at 10.9 µM; AID 2129; GST-Bcl-xL / FITC-Bim BH3 peptide fluorescence polarization;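 active = inhibition above the mean of all tested compounds plus 3 SD, cutoff set per campaign, cut at about 30% in these data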;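 also: 0% = DMSO wells and 100% = unlabeled Bim-BH3 peptide competitor; inhibitors lower millipolarization by displacing the labeled peptide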
TPT1 inh – C. albicans TPT1 enzyme inhibition; recombinant caTPT1, FP RNA substrate dephosphorylation; inhibition, % at 5 µM; 300,000 compounds, 0.81% hits;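 active = inhibition above the mean of all tested compounds plus 3 SD, set per screening campaign, cut at about 24% in these data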;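 also: plate controls were DMSO alone for no effect and ferristatin control at 100 nM for full effect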
* = called active by the depositor; ? = inconclusive; . = not tested or not shown. This is a subset. The share of hits here may be higher or lower than overall.

SMILES	MEX-5 binding	PME-1 inh	Fam108B inh	GSTO1 inh	MCL1-BIM inh	GLD-1 RNA inh	PAD4 FP inh	Bcl-xL primary	TPT1 inh
Cc1cccc(OCc2nnc(SCC(=O)N3CCCCC3)o2)c1	2.0	-1	-3	2	1	5	-1	5	1
O=C(NCCSCc1ccc(Cl)cc1)c1cccs1	2.6	2	-1	8	-1	2	-2	-1	0
CC1=C(OC(=O)C(C)(C)C)C(C)(C)C(c2ccccc2)OC1=O (configuration not stated)	1.5	1	3	5	-1	-3	-2	5	0
Cc1cc(C)n2c(Nc3ccc4c(c3)OCCO4)c(-c3ccc(C)o3)nc2n1	3.7	-5	0	3	4	3	-1	7	5
CCC(C(=O)NCC1CCCO1)N(C(=O)CNS(=O)(=O)c1ccccc1)c1ccc(F)cc1 (configuration not stated)	1.4	1	2	6	6	5	-5	2	1
Cc1ccc(S(=O)(=O)NCCNC(=O)c2ccc(C)nc2)cc1	0.1	4	1	9	-1	-2	-2	4	-4
CCN(CC1COc2ccccc2O1)S(=O)(=O)c1ccc(C)cc1 (configuration not stated)	-2.5	5	3	0	-6	-2	5	-2	0
CC(C)c1c(O)nc(SCCN2CCOCC2)[nH]c1=O	0.0	-6	-1	4	-5	8	-9	-3	-2
O=c1c2c(ncn1CCO)nc1n2CCC1	1.9	2	3	8	3	-2	0	4	-3
O=C(COC(=O)c1cc(NS(=O)(=O)c2cccs2)ccc1O)Nc1ccccc1	1.5	9	-4	6	-5	-3	-2	0	-2
CN(C)CCNC(=O)c1cccc(NS(=O)(=O)c2ccc(Cl)c(Cl)c2)c1	0.4	6	-5	-3	3	3	-2	-2	-2
CCN1C(=O)N(S(=O)(=O)C(F)(F)F)[C@@H](c2ccccc2)C(C(=O)OC)=C1C	-4.4	-1	6	8	-3	3	1	1	-1
CC(=O)OC1=C(O)C(=O)c2ccccc2C1=O	?	-3	-1	59*	1	3	-3	2	-1
COc1ccccc1-n1cc(C(=O)NCC(=O)N2CCN(c3ccccc3)CC2)c2ccccc2c1=O	2.4	0	-1	-1	5	1	-1	8	1
CC1CN(C(=O)CS(=O)(=O)Cc2ccc(Cl)cc2)CC(C)O1 (configuration not stated)	1.5	3	-1	-5	2	-2	-7	-2	2
Cc1cccc(Nc2ncc3c(n2)CC(c2ccco2)CC3=O)c1 (configuration not stated)	-4.2	-4	-2	-4	-1	9	-1	3	-5
CC1CC(C)(C)CC2(C1)NC(=S)N(c1ccccc1)N2 (configuration not stated)	-3.1	0	-1	9	10	0	-3	13	-3
CS(=O)(=O)Nc1ccc(C(=O)NC2CCCCC2)cc1	3.1	0	1	2	2	9	-1	2	-3
CC(C)(C)N(Cc1ccccc1)C(=O)CSc1nc2ccccc2c(=O)[nH]1	0.8	-7	-3	-34	3	2	-4	2	1
CCOc1ccc(C(C(=O)NCC2CCCO2)N(C(=O)c2snc(C(N)=O)c2N)c2cccc(F)c2)cc1 (configuration not stated)	-1.8	-2	-1	2	-5	9	6	-4	4
O=C(Cn1cnc2c(oc3ccccc32)c1=O)NCCc1ccccc1	-0.1	-1	-6	1	-6	4	1	-5	-3
CCn1c(C)nnc1SCC(=O)Nc1nccs1	1.1	5	-1	3	-3	1	3	-2	-1
Cn1c(=O)oc2cc(S(=O)(=O)NCCN3CCc4ccccc4C3)ccc21	1.8	1	1	25	6	-4	0	6	-4
CCCS(=O)(=O)c1nc(S(=O)(=O)c2ccc(C)cc2)c(N2CCC(O)CC2)s1	-0.3	-2	-1	3	12	-2	2	4	3
C=CCOc1ccc(CNc2nn[nH]n2)cc1	3.4	-7	-2	-4	5	2	-2	7	0
Cc1cccnc1NC(=O)c1ccc(S(=O)(=O)N2CC(C)OC(C)C2)cc1 (configuration not stated)	0.9	-2	0	11	2	2	0	5	-2
COc1cccc(NC(=O)CN(C)CC(=O)NCc2ccco2)c1	.	-3	.	.	-7	5	-8	-1	.
Cc1ccccc1N1CCN(C2CCCN(C(=O)CCN3CCCCC3=O)C2)CC1 (configuration not stated)	2.4	4	-1	-4	-3	-3	-6	-1	0
O=C(COC(=O)c1cccnc1)Nc1cccc(Cl)c1	1.2	-4	-1	-3	-6	-3	-7	7	1
Cc1ccc(C2=CSC3=NCCN23)cc1	1.3	1	3	1	-1	-5	1	2	-2

Overlap with the part before: three entries, followed by the next part.
SMILES	MEX-5 binding	PME-1 inh	Fam108B inh	GSTO1 inh	MCL1-BIM inh	GLD-1 RNA inh	PAD4 FP inh	Bcl-xL primary	TPT1 inh
Cc1ccccc1N1CCN(C2CCCN(C(=O)CCN3CCCCC3=O)C2)CC1 (configuration not stated)	2.4	4	-1	-4	-3	-3	-6	-1	0
O=C(COC(=O)c1cccnc1)Nc1cccc(Cl)c1	1.2	-4	-1	-3	-6	-3	-7	7	1
Cc1ccc(C2=CSC3=NCCN23)cc1	1.3	1	3	1	-1	-5	1	2	-2
COC(=O)c1n[nH]n(-c2cc(Cl)cc(Cl)c2)c1=O	-1.2	0	2	-16	2	4	-3	0	0
COCCn1c(-c2ccc(-c3ccc([N+](=O)[O-])cc3Br)o2)nc2c1c(=O)[nH]c(=O)n2CC(C)C	0.5	14	9	26	-31	-6	2	-18	22
O=C(NC(=S)NCc1ccccc1)c1ccccc1	-1.6	0	0	3	13	5	-5	3	2
COC(=O)c1ccc(-c2nc3ccccc3[nH]2)cc1	1.4	-12	-1	-2	13	2	-4	7	-4
O=[N+]([O-])c1cccc(CSc2ncnc3ccccc23)c1	1.9	1	4	-6	0	-2	0	2	1
C=CCOc1ccccc1CN1CCC(C(=O)Nc2cccc(-c3ccn[nH]3)c2)CC1	-1.4	-1	-1	1	-3	6	4	-3	-1
CCC(C)NC(=O)c1ccc(NS(=O)(=O)c2ccc3[nH]c(=O)[nH]c3c2)cc1 (configuration not stated)	0.3	5	5	-7	2	-2	1	3	-1
C=CCNC(=O)c1cc2c(=O)n3ccccc3nc2s1	0.1	-1	-2	-1	9	0	0	8	-1
Cn1c(SCC(=O)NCc2cccs2)nnc1-c1ccc(S(=O)(=O)N2CCCC2)cc1	0.6	-2	4	6	7	6	-2	3	-2
CCN(CC)CCNC(=O)CCCNC(=O)Cn1cnc2sc(C)c(C)c2c1=O	-1.6	3	6	7	-1	6	-3	5	-3
CCOC(=O)C1CCN(C(=S)Nc2cc(C)ccc2C)CC1	2.6	1	-2	-2	11	5	1	3	1
CCC(C)C(NC(=O)OCc1ccccc1)C(=O)NCC(c1ccccc1)N(C)C (configuration not stated)	2.3	0	1	-3	15	-2	4	9	-1
O=C(CCCNS(=O)(=O)c1cccc2nsnc12)NCCN1CCN(c2ccccc2F)CC1	1.1	-8	-2	7	1	1	-3	4	-1
O=C(CSc1ccc(-c2cccnc2)nn1)N1CCCCC1	-1.7	-1	3	-3	5	0	0	5	-2
NC(CO)(CO)COCc1ccccc1	0.5	0	1	-8	-4	-3	0	4	3
COc1ccc(CNC(=S)N/N=C(/C)c2ccccc2)cc1	1.6	-8	-6	6	10	0	-1	10	-2
CS(=O)(=O)c1ccc2nc(NC(=O)C3CC3)sc2c1	.	0	-1	5	12	5	-4	5	0
CCC(C)NC(=O)CS(=O)(=O)Cc1nc(-c2cccc(OC)c2)oc1C (configuration not stated)	-1.1	2	4	3	-3	-1	-4	-6	-4
O=C(O)C1Cc2ccccc2CN1C(=O)COc1ccc(Br)cc1 (configuration not stated)	-1.0	-7	3	-1	-3	-4	-4	3	4
CN(Cc1ccccc1)C(=O)C(C(=O)c1ccc(F)cc1)n1cc(Cl)ccc1=O (configuration not stated)	-0.7	1	-2	10	5	4	6	2	-2
Cn1c(=O)n(Cc2ccccc2)c(=O)c2c1nc1n2CCCN1C1CCCCC1	0.8	-7	-2	1	-7	-5	-5	-1	0
Clc1ccc(Nc2ncnc3c2cnn3-c2ccccc2)cc1	-2.1	-42	-34	-9	10	4	0	4	-2
CCN(CC)S(=O)(=O)c1cc([N+](=O)[O-])ccc1N1CCC(C(N)=O)CC1	0.5	4	2	10	-1	-3	-8	5	0
CC1=C(C(=O)OCc2ccccc2)C(c2ccsc2)NC(=O)N1C (configuration not stated)	0.1	5	-3	2	7	6	0	4	-4
Cc1cc([N+](=O)[O-])nn1CC(=O)NCc1ccc(Cl)cc1	-2.8	-4	1	10	5	0	3	1	2
CCC(C)NC(=O)Cn1c(=O)n(-c2ccccc2)c(=O)c2ccc(C(=O)NCc3ccco3)cc21 (configuration not stated)	.	3	-1	-3	-3	0	-2	1	-1
O=C1OCCC1Sc1nnc(-c2cccnc2)n1-c1ccccc1F (configuration not stated)	-1.1	-1	0	-4	-6	6	-3	-6	0
CCn1ncc(NC(=S)Nc2ccc(OC)c(OC)c2)c1C(N)=O	0.5	4	-3	4	9	8	7	14	0
COc1ccc(CC2S/C(=C(\C#N)C(=O)NCc3ccco3)N(c3ccc(C)cc3)C2=O)cc1 (configuration not stated)	0.0	-2	0	3	-13	-4	-2	1	11
CC(C)(C)c1cc(CCC(=O)NN)cc(C(C)(C)C)c1O	0.6	-8	1	9	5	5	2	4	0

The last 4 records of the part before come first, to join the parts.
SMILES	MEX-5 binding	PME-1 inh	Fam108B inh	GSTO1 inh	MCL1-BIM inh	GLD-1 RNA inh	PAD4 FP inh	Bcl-xL primary	TPT1 inh
O=C1OCCC1Sc1nnc(-c2cccnc2)n1-c1ccccc1F (configuration not stated)	-1.1	-1	0	-4	-6	6	-3	-6	0
CCn1ncc(NC(=S)Nc2ccc(OC)c(OC)c2)c1C(N)=O	0.5	4	-3	4	9	8	7	14	0
COc1ccc(CC2S/C(=C(\C#N)C(=O)NCc3ccco3)N(c3ccc(C)cc3)C2=O)cc1 (configuration not stated)	0.0	-2	0	3	-13	-4	-2	1	11
CC(C)(C)c1cc(CCC(=O)NN)cc(C(C)(C)C)c1O	0.6	-8	1	9	5	5	2	4	0
CCN(CC)S(=O)(=O)c1ccc(N2CCCC2)c(NC(=O)C2CCCCC2)c1	3.8	7	5	-2	3	4	0	2	-1
COc1ccc(C(c2c(NC(=O)c3ccccc3)sc(C)c2C)N2CCN(CCO)CC2)cc1 (configuration not stated)	-1.3	4	0	8	0	8	-1	1	-1
OCCNCc1c(OCc2ccc(Cl)cc2)ccc2ccccc12	0.1	0	15	-10	0	-5	5	4	-1
CNS(=O)(=O)c1cccc(C(=O)OCc2cc(Cl)cc3c2OCOC3)c1	-1.4	4	-2	-7	-5	-7	-3	0	0
